IL-2 act – activators of IL-2 | IL-2 activation reporter assay, cell-based qHTS; stimulated with anti-CD3/CD4/CD28 beads; in transgenic mouse T cells | 0.065% of 360,000 active | activation, % (series mostly up to about 46 µM) | AID 652025; in the data active = activation above about 50%; inconclusive = mostly about 30% to 49%; note: 0% is about no effect
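First, unstimulated transgenic mouse T cells were exposed to compound for 60 min. Next, anti-CD3/anti-CD4-coated beads with anti-CD28 were added. Finally, after 18 h at 37 degrees C, EGFP and DsRed were imaged.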
WRN inhibitor – inhibitors of human WRN helicase | Potency, µM (highest dose often 114 µM), without a hit: at the highest dose activity change, negative = inhibition, most hits filed as inhibitors | AID 651768 | WRN helicase unwinding, fluorescent forked duplex, kinetic | 0.46% of 360,000 active | Q14191; note: potency is the fitted concentration of half-maximal effect; % is set by controls: 0 for no effect and ±100 for the full control effect; nearly all actives have a fitted effect of over 55% in size
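Kinetic red-fluorescence monitoring (525/598 nm) tracks WRN helicase activity after 100 nM fluorophore-quencher forked duplex and 2 mM ATP are added to 20 nM enzyme pretreated 15 min at room temperature with compound.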
PI5P4Ka inh – PI5P4K alpha (human) kinase inhibition; PI5P4Kalpha enzyme, ADP-Glo luminescence, 60 min; stronger effect = lower value; max response, %; 1.2% of 330,000 active; AID 652105; active = max response of -50% or lower; inconclusive = between -30% and -50%; inactive = -30% or higher; note: value at the top dose of about 77 µM; % is set by controls: 0 for no effect and ±100 for the full control effect
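ADP-Glo luminescence end-point after a 60 min room-temperature kinase reaction. PI5P4Kalpha and substrate in HEPES pH 7.4 buffer with EGTA, 0.1% CHAPS and 5% DMSO; ATP at 5 microM final.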
EPAC2 agonist – EPAC2 (human) agonism; Q8WZA2; EPAC2 activation, biochemical qHTS; response scale: 100% = 6.5 mM cAMP response; Potency, µM (titrated, usually from 154 µM), without a hit: at the top dose activation, actives largely listed as activators; 0.079% of 360,000 active; AID 720711; note: potency is the fitted concentration of half-maximal effect; nearly all actives have a fitted effect of over 50% in size
Target sequence (Q8WZA2 whole entry, looked up): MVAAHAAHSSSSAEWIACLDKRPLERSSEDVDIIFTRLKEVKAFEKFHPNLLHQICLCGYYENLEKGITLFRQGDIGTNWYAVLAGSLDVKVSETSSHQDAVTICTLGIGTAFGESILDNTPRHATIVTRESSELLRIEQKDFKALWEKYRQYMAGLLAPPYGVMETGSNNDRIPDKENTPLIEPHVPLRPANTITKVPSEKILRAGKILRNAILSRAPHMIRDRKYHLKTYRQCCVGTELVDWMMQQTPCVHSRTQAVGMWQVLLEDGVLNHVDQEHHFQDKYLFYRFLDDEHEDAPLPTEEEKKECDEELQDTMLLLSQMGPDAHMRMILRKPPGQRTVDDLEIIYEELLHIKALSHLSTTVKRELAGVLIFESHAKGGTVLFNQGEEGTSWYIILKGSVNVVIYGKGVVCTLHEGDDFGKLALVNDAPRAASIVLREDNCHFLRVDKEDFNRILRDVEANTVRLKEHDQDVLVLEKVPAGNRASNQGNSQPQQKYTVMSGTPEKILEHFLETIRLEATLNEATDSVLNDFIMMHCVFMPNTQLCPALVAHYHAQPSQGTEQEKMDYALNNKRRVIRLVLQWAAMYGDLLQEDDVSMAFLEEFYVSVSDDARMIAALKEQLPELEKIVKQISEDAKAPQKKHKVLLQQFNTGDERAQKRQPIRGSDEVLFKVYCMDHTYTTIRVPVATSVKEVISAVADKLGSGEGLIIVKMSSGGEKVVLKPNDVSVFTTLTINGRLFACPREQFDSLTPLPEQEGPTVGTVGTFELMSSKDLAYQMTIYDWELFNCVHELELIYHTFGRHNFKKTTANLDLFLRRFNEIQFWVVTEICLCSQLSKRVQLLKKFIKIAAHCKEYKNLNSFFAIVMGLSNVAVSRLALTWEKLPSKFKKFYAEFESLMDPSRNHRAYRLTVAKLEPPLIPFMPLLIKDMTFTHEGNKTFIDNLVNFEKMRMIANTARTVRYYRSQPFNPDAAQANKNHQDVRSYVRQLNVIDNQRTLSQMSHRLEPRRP
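Compounds were titrated in qHTS against a Rap1B-BODIPY-GDP (250 nM) complex with EPAC2 (100 nM) and GDP (50 uM). BODIPY-GDP release tracked at 480/540 nm over 30 min at room temperature, normalized to 6.5 mM cAMP.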
PLK1 PBD block – inhibitors of human PLK1 polo-box domain binding; P53350; Plk1 PBD binding of FITC phosphopeptide, fluorescence polarization; Potency, µM, for the others: max response, negative = inhibition, hits mostly inhibitors; 2.8% of 360,000 active; AID 720504; note: potency is the fitted concentration of half-maximal effect; series mostly up to about 57 µM; % is set by controls: 0 for no effect and ±100 for the full control effect; nearly all actives have a fitted effect of over 65% in size
EPAC1 antag – antagonists of human EPAC1. O95398. EPAC1 GEF assay, Rap1b-BODIPY-GDP exchange fluorescence. Potency, µM (series often up to 115 µM), without a hit: at the top dose activity change, negative = inhibition, most hits filed as inhibitors. 0.14% of 360,000 active. AID 720709;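 note: potency is the fitted concentration of half-maximal effect; plate controls were vehicle for no effect and positive control for full effect; nearly all actives have a fitted effect of over 50% in size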
EPAC1 ag – agonists of human EPAC1; O95398; EPAC1 agonist qHTS, biochemical assay; response scale: 100% = response to 6.5 mM cAMP; Potency, µM (doses to about 154 µM), inactives show top-dose activation, most hits filed as activators; 0.073% of 360,000 active; note: potency is the fitted concentration of half-maximal effect; nearly all actives have a fitted effect of over 60% in size
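Read-out is the fluorescence drop as BODIPY-GDP leaves Rap1B (480 nm excitation, 540 nm emission), recorded every 5 minutes over 30 minutes. Reactions held 100 nM EPAC1, 250 nM Rap1B–BODIPY-GDP and 50 uM GDP, with 6.5 mM cAMP setting full activation.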
CCT chaperon mod – cytosolic chaperonin activity modulation. activity change, % (no concentration beside the values), hits read low. AID 651819. purified chaperonin ATPase assay, HTRF ADP detection, 30 min. 0.3% of 360,000 active; in the data active = activity change below about -30%; note: % is set by controls: 0 for no effect and ±100 for the full control effect
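TRiC at 40 or 20 nM final (batch-dependent) in 30 mM Tris pH 7.4, 100 mM KCl, 5 mM MgCl2, 1 mM DTT, with compound at single 76 uM and 10 uM ATP, 30 min at 37 deg C. ADP detected by HTRF Transcreener, 665/615 ratio.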
Numbers without * were called inactive; u = inconclusive; x = not tested or not shown; [ ] = another dose, or the depositor's remark. Unless noted, calls come from the whole dose curve; as a rule, active = well fitted curve in the direction sought with a large enough effect; inconclusive = small, poorly fitted or top-dose-only effect, or another doubt; inactive = no such curve, though single readings can be large; an effect the other way counts as inactive or inconclusive.

SMILES	IL-2 act	WRN inhibitor	PI5P4Ka inh	EPAC2 agonist	PLK1 PBD block	EPAC1 antag	EPAC1 ag	CCT chaperon mod
O=C(Nc1ccc2ccccc2c1)C(c1ccccc1)C1CCCC1 (stereo not given)	-0.5	-9%	10	16%	-4%	-9%	-1%	2.5
CC(N=C1NS(=O)(=O)c2ccccc21)c1ccccc1 (stereo not given)	-0.6	10%	u	-6%	24µM*	4%	5%	-2.3
O=C(NCCCn1ccnc1)/C(=C\c1ccco1)NC(=O)c1ccco1	-0.8	2%	-9	15%	-10%	-17%	11%	-2.7
Cc1cc(C)cc(OCC(=O)N2CCCCCC2)c1	-0.8	10%	x	7%	-7%	1%	9%	-2.7
COc1ccc(CNS(=O)(=O)c2ccc(S(=O)(=O)NC3CC3)cc2)cc1	1.6	-20%	3	-3%	-8%	u	-8%	1.5
COCCNC(=O)C1(C)CCCN(Cc2ccc(C)c3ccccc23)C1 (stereo not given)	-0.8	6%	3	10%	-12%	-15%	4%	-3.5
Cc1cc(C)nc(/N=C(\N)Nc2ccc(S(=O)(=O)O)cc2)n1	-0.2	5%	1	2%	-10%	-10%	-3%	-2.5
O=C(Nc1cc(S(=O)(=O)N2CCCCC2)ccc1Cl)c1ccncc1	-0.7	-3%	2	5%	1%	-10%	14%	-5.5
CCc1ccc(C2NC(c3ccc(CC)cc3)C([N+](=O)[O-])C(C)(C)C2[N+](=O)[O-])cc1 (stereo not given)	-0.6	-3%	2	11%	-4%	1%	2%	-0.8
Cc1onc(-c2ccccc2Cl)c1C(=O)N1CCCCC1	-0.7	9%[57.1 µM]	-2	13%	-4%	-4%	10%	-2.1
Cc1ccc(S(=O)(=O)NCC2CCC(C(=O)NCc3ccc4c(c3)OCO4)CC2)cc1 (stereo not given)	-0.7	-4%	x	-14%	-2%	8%	-10%	1.3
O=C(CN1CCN(C2CCCCC2)CC1)Nc1ccccc1N1CCCCC1	-3.2	-18%	x	6%	-3%	12%	2%	-0.2
O=C(NNC1CC(=O)N(c2ccc(Br)cc2)C1=O)c1ccccn1 (stereo not given)	-1.4	-6%	0	4%	0%	2%	0%	-1.7
O=C(O)CSCCC(=O)Nc1ccc(F)cc1	7.3	-11%	x	4%	-3%	8%	5%	0.6
Fc1ccc(-n2nnc(-c3ccnc4ccccc34)n2)cc1	0.3	8%	-2	10%	-11%	-4%	-5%	1.7
C#CCn1cc(/C=N/NC(=O)c2cc3ccccc3o2)c2ccccc21	-5.0	-23%	-21	11%	-4%	-2%	-2%	-1.9
Cc1ccc(Cl)cc1N1CCN(C(=S)NCc2ccco2)CC1	2.6	-7%	7	12%	-10%	0%	28%	-4.8
CCCCCCn1c(N2CCN(c3cccc(Cl)c3)CC2)nc2c1c(=O)[nH]c(=O)n2C	0.8	-9%	23	-15%	-4%	11%	7%	-1.3
Cc1ccc2c(c1)N(CC(=O)N1CCCCC1c1cccnc1)C(=O)CO2 (stereo not given)	5.5	-13%	x	-3%	-3%	16%	-3%	1.5
COc1cccc(C2NC(=O)NC(C)=C2C(=O)Nc2cc(OC)ccc2OC)c1 (stereo not given)	-1.9	0%	x	11%	-4%	0%	7%	1.7
COc1ccc(S(=O)(=O)Nc2ccccc2OC)cc1NC(=O)c1cc2ccccc2oc1=O	0.1	-15%	-14	-9%	-5%	-12%	3%	-0.2
Cc1c(-n2cc(C(=O)c3ccccc3O)cc(C#N)c2=O)c(=O)n(-c2ccccc2)n1C	6.5	-2%	2	10%	-17%	-12%	0%	-0.5
CN(C)CC(C)(C)CNC(=O)C1CCN(CCCc2ccccc2)CC1	-0.5	4%	0	0%	-2%	3%	-6%	-0.9
COc1cccc(C(c2nnnn2C2CCCC2)N2CCN(C/C=C/c3ccccc3)CC2)c1OC (stereo not given)	-0.2	-10%	3	8%	3%	-21%	-7%	-0.2
COC(=O)C1=C(N)Oc2cc(C)n(CC3CCCO3)c(=O)c2C1c1ccccc1OC (stereo not given)	0.8	2%	-5	-3%	-2%	2%	-1%	-2.8
CC(C)Oc1cccc(C(=O)NC(=S)Nc2cccc(C(F)(F)F)c2)c1	-1.0	-35%[57.1 µM]	2	-3%	-26%	-12%	-34%[inhibitor]	3.2
O=C(NCCOC12CC3CC(CC(C3)C1)C2)c1cccc(Br)c1	-0.2	-2%	x	5%	4%	-23%	18%	-1.7
Cc1sc2nc(CSc3ccccc3)nc(N3CCN(C)CC3)c2c1C	-1.9	-2%	2	7%	-11%	-17%	2%	0.1
O=c1c(-c2ccc(Br)cc2)coc2c(CN3CCOCC3)c(O)ccc12	0.0	-8%	9	2%	-8%	-4%	3%	-1.7
O=C(NCCc1nnc2ccc(NCc3ccccc3Cl)nn12)c1ccccc1	-0.3	3%	6	3%	-7%	1%	8%	-0.7
CCc1cccc(OCC(=O)Nc2ccc(S(=O)(=O)N3CCCC3)cc2)c1	-2.2	4%	3	30%	-12%	3%	5%	-2.0
Cc1cc(C)c(NC(=O)C(C)OC(=O)c2cc(Br)c(Br)s2)c(C)c1 (stereo not given)	-0.6	0%	0	2%	-12%	2%	4%	-1.4
FC(F)(F)c1cccc(NC(=S)Nc2cccc(NC(=S)Nc3cccc(C(F)(F)F)c3)n2)c1	-0.9	-16%	-11	12%	-30%	u	15%	-2.1
O=C(O)/C=C/C(=O)Nc1ccc(-c2ccccc2)cc1	0.0	-1%	-29	6%	-6%	-6%	2%	-0.9
Clc1cccc(OCCCn2ccnc2)c1	-0.6	8%	-1	-1%	-1%	-17%	4%	-7.5
COc1ccc(C=C2NC(=O)NC2=O)cc1O	-2.3	-17%	u	u	-10%	-8%	0%	-3.0
O=C1NC(=S)SC1=Cc1ccc2c(c1)OCO2	-0.4	-10%	-78*	4%	-27%	-24%	2%	-2.0
COc1cc(CN2CCNC(=O)C2CC(=O)N(C)Cc2ncc[nH]2)cc(OC)c1 (stereo not given)	-0.9	-25%	-3	7%	-10%	4%	1%	-1.3
CCOc1ccc(OCCC(=O)OCC(=O)Nc2ccc(Cl)cn2)cc1	-1.2	-2%	-3	-7%	1%	-24%	-13%	-33*
O=c1c(Sc2ccccc2)c(C(F)(F)F)[nH]n1-c1ccccc1	-1.5	-4%	-5	-21%	-25%	1%	-8%	-1.5
COc1ccc(CNC(=O)c2oc3ccc(S(=O)(=O)N4CCOCC4)cc3c2C)cc1	-1.4	-9%	-4	-7%	-6%	-6%	-2%	0.6
CCn1c(SCC(=O)Nc2cccc(C)c2)nc2nc3c(cc2c1=O)COC(C)(C)C3	-0.5	-20%	7	0%	2%	13%	-2%	-1.8
O=C(c1ccc([N+](=O)[O-])cc1)N(Cc1ccc(Br)cc1)N1C(=O)CCCC1=O	0.6	3%	x	-3%	-2%	-1%	-5%	0.3
COc1ccccc1CNC(=O)COC(=O)c1cnccn1	-0.5	-9%	3	2%	-5%	18%	6%	3.8
C[C@H](CO)N1C[C@H](C)[C@@H](CN(C)S(C)(=O)=O)Oc2ccc(NC(=O)Nc3ccccc3)cc2C1=O	-0.3	3%	0	-2%	-5%	1%	0%	0.7

Next section (6 carried over from the part before).
SMILES	IL-2 act	WRN inhibitor	PI5P4Ka inh	EPAC2 agonist	PLK1 PBD block	EPAC1 antag	EPAC1 ag	CCT chaperon mod
O=c1c(Sc2ccccc2)c(C(F)(F)F)[nH]n1-c1ccccc1	-1.5	-4%	-5	-21%	-25%	1%	-8%	-1.5
COc1ccc(CNC(=O)c2oc3ccc(S(=O)(=O)N4CCOCC4)cc3c2C)cc1	-1.4	-9%	-4	-7%	-6%	-6%	-2%	0.6
CCn1c(SCC(=O)Nc2cccc(C)c2)nc2nc3c(cc2c1=O)COC(C)(C)C3	-0.5	-20%	7	0%	2%	13%	-2%	-1.8
O=C(c1ccc([N+](=O)[O-])cc1)N(Cc1ccc(Br)cc1)N1C(=O)CCCC1=O	0.6	3%	x	-3%	-2%	-1%	-5%	0.3
COc1ccccc1CNC(=O)COC(=O)c1cnccn1	-0.5	-9%	3	2%	-5%	18%	6%	3.8
C[C@H](CO)N1C[C@H](C)[C@@H](CN(C)S(C)(=O)=O)Oc2ccc(NC(=O)Nc3ccccc3)cc2C1=O	-0.3	3%	0	-2%	-5%	1%	0%	0.7
COc1ccc(-n2nnc3c(=O)n(CC(=O)Nc4cc(C)on4)cnc32)cc1	0.7	-33%[57.1 µM]	3	8%	-7%	9%	15%	-1.0
COc1ccc(Nc2nc(N)nc(CCl)n2)cc1	-0.8	-6%	-1	12%	-25%	-9%	-7%	-1.9
CC1C(=O)C(C)C(c2cc(Br)ccc2O)NC1c1cc(Br)ccc1O (stereo not given)	-0.6	3%	-8	10%	-12%	-11%	19%	-2.4
O=C(COc1ccccc1Cl)Nc1cc(NC(=O)COc2ccccc2Cl)cc(C(=O)O)c1	-0.5	-34%	-14	8%	-21%	u	8%	-6.7
COc1ccc(C2=Nc3ccccc3NC(=O)C2N(CCc2cc(OC)cc(OC)c2)C(C)=O)cc1 (stereo not given)	-0.3	-1%	2	3%	0%	5%	-8%	1.0
O=c1[nH]ncn1-c1ccccc1C(F)(F)F	3.9	-1%	9	4%	2%	-8%	-3%	0.3
CCN(C(=O)CSc1nnnn1-c1ccccc1OC)C1CCS(=O)(=O)C1 (stereo not given)	1.9	4%	-3	0%	3%	8%	-4%	-0.9
O=C(c1ccccc1NS(=O)(=O)c1ccccc1[N+](=O)[O-])N1CCOCC1	9.7	-36%[57.1 µM]	-6	24%	-10%	-8%	3%	1.3
COc1ccccc1NC(=O)/C=C\c1ccco1	-1.3	-11%	u	1%	u	3%	12%	-0.5
O=C(O)CC1C(=O)NCCN1CCCc1ccccc1 (stereo not given)	-2.3	1%	-1	6%	-10%	-2%	5%	1.0
CCOC(=O)c1csc(N/N=C2\CCc3ccccc32)n1	-1.3	-2%	-2	4%	-16%	3%	-7%	-1.6
O=C(Cc1ccccc1)Nc1nonc1NC(=O)c1ccccc1	0.2	-6%	-3	3%	0%	-9%	-3%	3.1
O=C(CCNC(=O)c1ccccc1Cl)Nc1ccc(Cl)c(C(F)(F)F)c1	0.4	-2%	7	-4%	4%	-25%	-7%	1.3
Cc1ccnc(NC(=O)Cn2ccc([N+](=O)[O-])n2)c1	3.3	-4%[57.1 µM]	0	2%	3%	24%	-4%	0.6
COC(=O)c1ccc(CSc2nc3ccc(C)cc3[nH]2)o1	-0.5	8%	-8	-11%	-7%	6%	1%	-0.4

This is a subset. The share of hits here may be higher or lower than overall.
